Screening results: PubChem BioAssay, several laboratories
pCIP destab = p/CIP protein destabilization. 290,000 tested, 0.01% active. decrease of EGFP signal, % at 10 µM. F442A p/CIP-EGFP cells, EGFP fluorescence, 16 h;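 active = EGFP signal decrease of at least 30% at 10 µM or well 3 SD below plate mean, unless failing retest; inactive = the rest, including hits failing retest or dose response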; also: some compounds called inactive have numbers as strong as hits; many of its hits are not listed in these tables
NS3 helicase inh = inhibitors of Hepatitis C virus NS3 helicase. inhibition, % at 10.9 µM. NS3 helicase DNA unwinding, Cy5 molecular beacon fluorescence. 290,000 tested, 0.56% active;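 active = inhibition above the mean of all tested compounds plus 3 SD, set per campaign, cut at about 35% in these data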;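 also: 0% = DMSO wells and 100% = thioflavine S control wells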
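Material: hepatitis C virus NS3 helicase domain fragment enzyme; measured by: Cy5 fluorescence, 0 and 60 min reads; control set: DMSO and thioflavine S; incubation: 60 min unwinding reaction at 25 °C after ATP addition; read-out basis: % inhibition from 60/0 min fluorescence ratio, DMSO 0%, thioflavine S 100%; repeats: singlicate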
IMP-1 inh = inhibitors of Pseudomonas aeruginosa IMP-1 metallo-beta-lactamase; purified IMP-1, nitrocefin hydrolysis, epi-absorbance fluorescence; inhibition, % at 5.6 µM; 290,000 tested, 0.45% active; AID 1556;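 active = inhibition above the mean plus 3 SD of all compounds in the same screening run, cut at about 4.5% in these data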;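 also: 0% = IMP-1 with DMSO and 100% = DMSO wells lacking enzyme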
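System: purified IMP-1; amount: IMP-1 0.2 nM before substrate addition; compound: single dose, 5.6 µM; times: 25 °C, 15 min preincubation, 25 min reaction; signal: Epi-absorbance via hydrolysed-nitrocefin quenching of white-plate fluorescence, 480/530 nm, EDTA stop; benchmarks: DMSO with and without IMP-1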
FID counter = displaces DNA intercalator in HCV helicase counter-screen | 290,000 tested, 0.17% active | DNA fluorescent intercalator displacement, fluorescence | inhibition, % at 7.9 µM; in the data active = inhibition above about 37%;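 also: 0% = vehicle and 100% = reference compound; higher means more ethidium bromide displaced from hairpin DNA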
MEKK3 PB1 HTS = MEKK3-MEK5 PB1 interaction, increase or decrease; Q99759; bead-based flow cytometry, Alexa488-MEK5 binding to MEKK3; actives lie on both sides; 0 = blocked by unlabeled MEK5, 100 = vehicle; binding response (% of control), % at 10 µM; 290,000 tested, 1.4% active;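 active = binding response more than 3 SD above or below the average of its plate-row segment, actives on both sides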;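 also: Alexa488 bead fluorescence after subtracting the streptavidin-only scavenger bead signal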
Target sequence (Q99759 whole entry, looked up): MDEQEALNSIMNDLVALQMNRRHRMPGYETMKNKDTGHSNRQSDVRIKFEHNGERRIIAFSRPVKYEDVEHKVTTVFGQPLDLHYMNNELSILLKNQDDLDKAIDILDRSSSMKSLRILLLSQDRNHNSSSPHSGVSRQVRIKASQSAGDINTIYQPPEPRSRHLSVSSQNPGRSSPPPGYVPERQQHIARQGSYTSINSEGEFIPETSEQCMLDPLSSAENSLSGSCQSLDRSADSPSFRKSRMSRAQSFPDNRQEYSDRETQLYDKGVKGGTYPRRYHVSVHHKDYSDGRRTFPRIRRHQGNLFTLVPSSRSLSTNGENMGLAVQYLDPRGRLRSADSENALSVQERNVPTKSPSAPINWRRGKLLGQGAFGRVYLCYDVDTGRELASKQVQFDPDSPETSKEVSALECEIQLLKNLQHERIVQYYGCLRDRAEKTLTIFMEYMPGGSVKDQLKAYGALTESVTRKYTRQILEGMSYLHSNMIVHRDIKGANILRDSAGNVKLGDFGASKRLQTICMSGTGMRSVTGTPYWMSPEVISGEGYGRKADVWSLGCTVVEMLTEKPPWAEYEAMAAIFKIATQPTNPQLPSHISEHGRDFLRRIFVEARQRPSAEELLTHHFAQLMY
VIM-2 inh = inhibitors of Pseudomonas aeruginosa VIM-2 metallo-beta-lactamase | 290,000 tested, 0.89% active | AID 1527 | purified VIM-2, nitrocefin hydrolysis, epi-absorbance fluorescence | inhibition, % at 5.6 µM;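 active = inhibition above the mean of all tested compounds plus 3 SD, cutoff set per screening run, cut at about 7.5% in these data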;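 also: red hydrolysis product quenches plate fluorescence so inhibitors raise well fluorescence; 0% = enzyme with DMSO and 100% = DMSO without enzyme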
IDE act = activators of human insulin-degrading enzyme in cells | 340,000 tested, 0.073% active | AID 493087 | HEK cells, FAbeta-B cleavage, fluorescence polarization; 0% vehicle, 100% cell-free pure enzyme wells | P14735 | activation, % at 5.96 µM;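 active = activation above the mean of all tested compounds plus 3 SD, set per screening campaign, cut at about 17% in these data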
PHOSPHO1 inh = inhibitors of human PHOSPHO1 phosphatase. inhibition, % at 13.3 µM. Q8TCT1. recombinant PHOSPHO1, absorbance phosphatase assay. AID 1565. 290,000 tested, 1.1% active; in the data active = inhibition above about 60%
Target sequence (Q8TCT1 whole entry, looked up): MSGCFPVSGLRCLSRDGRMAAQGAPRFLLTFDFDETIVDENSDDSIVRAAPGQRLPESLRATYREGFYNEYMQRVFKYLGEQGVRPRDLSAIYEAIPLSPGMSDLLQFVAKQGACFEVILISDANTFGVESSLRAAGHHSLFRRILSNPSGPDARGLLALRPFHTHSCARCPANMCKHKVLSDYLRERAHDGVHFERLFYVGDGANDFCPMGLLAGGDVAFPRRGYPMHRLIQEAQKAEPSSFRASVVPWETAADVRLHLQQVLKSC
UBC9 SUMO inh = SUMOylation inhibition; P63279; HTRF SUMOylation assay, SAE1/SAE2 + UBC9, in vitro; inhibition, % at 35 µM; 290,000 tested, 0.36% active; AID 2006; in the data active = inhibition above about 50%, passing the limit was not always enough; also: strong numbers were not always called active
Target sequence (P63279 whole entry, looked up): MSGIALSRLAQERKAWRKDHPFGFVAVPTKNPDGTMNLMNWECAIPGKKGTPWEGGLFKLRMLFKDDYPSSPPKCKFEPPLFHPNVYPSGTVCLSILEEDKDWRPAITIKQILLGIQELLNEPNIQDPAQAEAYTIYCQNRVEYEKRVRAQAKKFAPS
* hit, by the source's call; · = no result given. An excerpt. The share of hits here may be higher or lower than overall.

entry	mol	pCIP destab	NS3 helicase inh	IMP-1 inh	FID counter	MEKK3 PB1 HTS	VIM-2 inh	IDE act	PHOSPHO1 inh	UBC9 SUMO inh
1	CCNc1c(NS(=O)(=O)c2ccc(OC)c(Cl)c2)c(=O)oc2ccccc12	0.5	-0.8	-4.8	-21.0	101.0	-5.5	0.3	26.3	9.2
2	Cc1ccc(NC(=O)c2ccco2)c(NC(=O)Cc2cccs2)c1	0.9	0.9	-7.5	-4.8	95.0	-3.2	2.5	17.1	-1.5
3	Brc1ccc(-c2csc(-c3c[nH]c4ccccc34)n2)cc1	-2.0	1.9	-1.0	6.6	100.0	-1.1	6.5	20.6	2.0
4	O=C(COC(=O)CN1C(=O)C2CCCCC2C1=O)Nc1cc(S(=O)(=O)N2CCOCC2)ccc1Cl (stereo not given)	-9.3	-9.7	-2.3	-12.3	105.0	-4.6	-0.1	-4.6	-5.5
5	CCN(CC)S(=O)(=O)c1ccc(N(C)Cc2ccc(C(F)(F)F)cc2)nc1	-10.4	-11.3	-0.8	-23.1	98.0	-0.4	1.6	-24.5	-2.6
6	Cc1ccc(N(C(=O)c2cnccn2)C(C(=O)NC2CCCCC2)c2ccc(O)cc2)cc1 (stereo not given)	4.7	6.0	-2.5	-26.5	98.0	-6.7	3.9	-1.1	-7.7
7	O=C(CCOc1ccccc1)Nc1ccc(Br)cc1	-10.4	-8.9	-3.2	-3.2	105.0	-1.1	-1.5	13.5	-1.1
8	COc1ccccc1/C=N/N1C(=O)C2C3C=CC(CC3)C2C1=O (stereo not given)	5.9	-16.9	0.7	-1.9	96.0	1.8	3.9	-31.7	-1.6
9	O=C(O)/C(=C\c1cccs1)Sc1nnc(-c2ccc(F)cc2)o1	1.8	10.9	0.6	-9.2	103.0	-3.5	3.0	22.8	-4.8
10	CC(C)c1ccc(NC(=S)Nc2ccc(OC(F)(F)F)cc2)cc1	0.2	-16.1	-2.4	1.8	98.0	-2.3	-2.0	34.2	-4.0
11	Cc1nnc(NC(=O)Cn2nc(C)c3ccccc3c2=O)s1	6.6	24.7	-3.6	-1.0	108.0	-0.4	0.4	-1.1	5.6
12	CC(=O)Nc1cccc(-c2csc(NCc3ccco3)n2)c1	-6.2	-8.3	0.6	9.6	92.0	0.0	1.1	-7.4	23.7
13	Cc1cccc(N2CCN(C(=O)c3ccc(Cl)c(S(=O)(=O)NCc4ccco4)c3)CC2)c1C	-12.7	4.5	-3.8	-18.8	·	-3.3	2.6	-1.3	-10.1
14	Cc1nc2ccccc2c(=O)n1NC(=O)CCC(=O)O	-4.0	6.0	-3.2	-0.8	101.0	-3.2	3.4	34.2	11.3
15	CN(C)C=NC(=O)c1ccc([N+](=O)[O-])c(CS(=O)(=O)c2ccc(Cl)cc2)c1	-10.4	5.1	-0.7	7.3	107.0	-2.1	-2.1	12.2	-0.1
16	O=C(NNC(=O)C1CC(=O)N(Cc2ccccc2)C1)c1ccc(Br)cc1 (stereo not given)	-8.0	0.5	-2.4	-8.6	98.0	-2.2	6.4	26.3	10.6
17	CC(=O)OCC(=O)Nc1ccc(Cl)cc1Cl	-4.5	-2.4	-0.9	-4.2	98.0	-1.1	1.4	-15.4	14.7
18	Cc1ccc(S(=O)(=O)NCc2ccc(C(=O)NC3CCC(C)CC3)cc2)cc1 (stereo not given)	12.9	5.2	-2.7	-38.0	102.0	-2.9	2.4	42.2	-5.0
19	Cc1cc(N2CCN(C3CCCC3)CC2)n2c(nc3ccccc32)c1C#N	-4.2	-2.6	-0.1	-3.3	98.0	6.2	4.3	-14.4	14.2
20	O=C(O)c1ccc(NC(=O)c2cccc(N3C(=O)C4C5CCC(C5)C4C3=O)c2)cc1 (stereo not given)	3.5	11.0	-0.4	-10.6	104.0	-3.4	3.1	-10.6	-3.8
21	Cc1ccc(NC(=S)N(CCN2CCCCC2)Cc2ccco2)cc1Cl	-5.6	-6.1	-3.5	7.9	99.0	-0.8	2.1	16.3	18.6
22	COc1ccccc1C(=O)NCCCn1cc(Br)c(C)n1	-3.2	-2.4	-3.9	-9.1	122.0	-4.4	4.4	34.5	18.1
23	Clc1ccccc1C1=CC(c2ccco2)n2ncnc2N1 (stereo not given)	-5.8	41.3*	-1.5	-11.4	103.0	0.7	-5.0	-0.3	27.7
24	O=C(O)c1ccc(NC(=O)c2cccs2)cc1	1.0	4.9	-3.6	-0.8	94.0	-3.1	5.4	8.7	3.3
25	O=C(NCc1ccccc1)C1CCCN(S(=O)(=O)c2cccc3nsnc23)C1 (stereo not given)	0.5	-7.5	-2.8	-15.7	98.0	-2.3	6.0	30.7	-3.1
26	COc1cccc(-n2c(SCC(=O)NCCc3ccccc3)nnc2-c2ccoc2C)c1	-19.8	-3.9	-3.0	-34.4	99.0	-5.5	-1.4	17.9	0.9
27	FC(F)(F)c1cnc(/C=C/Nc2ccccc2Cl)c(Cl)c1	1.7	11.8	-1.3	0.1	86.0	-3.0	4.5	36.3	16.5
28	COc1ccc(CCNC(=O)c2cc3c(=O)n4ccccc4nc3n(CCCN3CCOCC3)c2=N)cc1OC	-7.5	-2.7	0.1	46.1*	101.0	14.8*	1.3	27.6	8.4
29	Cc1ccc(-c2nc(SCC(=O)NCCN3C(=O)CSC3=O)[nH]c2-c2ccc(C)cc2)cc1	-5.0	-5.1	-2.6	-25.6	·	-2.4	·	56.1	6.2
30	COc1ccc(C(=O)NCCC2=CCCCC2)cc1	-14.8	4.0	-4.0	-6.7	131.0*	-2.7	-1.4	5.9	14.4

Nos. 28 to 30 of the list above:
entry	mol	pCIP destab	NS3 helicase inh	IMP-1 inh	FID counter	MEKK3 PB1 HTS	VIM-2 inh	IDE act	PHOSPHO1 inh	UBC9 SUMO inh
28	COc1ccc(CCNC(=O)c2cc3c(=O)n4ccccc4nc3n(CCCN3CCOCC3)c2=N)cc1OC	-7.5	-2.7	0.1	46.1*	101.0	14.8*	1.3	27.6	8.4
29	Cc1ccc(-c2nc(SCC(=O)NCCN3C(=O)CSC3=O)[nH]c2-c2ccc(C)cc2)cc1	-5.0	-5.1	-2.6	-25.6	·	-2.4	·	56.1	6.2
30	COc1ccc(C(=O)NCCC2=CCCCC2)cc1	-14.8	4.0	-4.0	-6.7	131.0*	-2.7	-1.4	5.9	14.4

(next part)
entry	mol	pCIP destab	NS3 helicase inh	IMP-1 inh	FID counter	MEKK3 PB1 HTS	VIM-2 inh	IDE act	PHOSPHO1 inh	UBC9 SUMO inh
31	Cc1ccc(OCCN2CCCCCC2)c(C)c1	-10.0	-9.6	-0.6	4.2	101.0	-3.5	2.5	-11.7	23.2
32	NC(=O)C1CCN(CC(=O)N2c3ccccc3CCc3ccccc32)CC1	-9.9	2.4	-2.6	-6.3	100.0	-2.2	2.6	38.0	2.5
33	CCOc1ccc(C(=O)Nc2cccc3ncccc23)cc1Cl	-14.2	23.4	-6.2	-16.2	100.0	-3.0	1.5	25.3	16.9
34	CCOC(=O)c1c(C=O)c(C)n(Cc2ccc(Cl)cc2)c1C	-2.8	-0.5	-1.5	-19.5	100.0	-1.1	-0.6	-43.0	-10.8
35	O=C(NNC(=O)c1ccccc1OCc1ccccc1Cl)c1csc(N2CCOCC2)n1	-30.4	-21.0	-5.1	-47.1	101.0	-5.0	-0.1	5.1	-43.1
36	CCOC(=O)c1nc(NNC(C)=O)sc1C	-11.6	5.8	-2.8	-2.0	99.0	-3.4	-2.0	32.5	3.7
37	COc1ccc(N=Nc2c(C)n[nH]c2C)cc1	-4.2	-8.3	-3.0	-6.5	105.0	-4.8	5.4	18.7	3.2
38	Cc1nc(-c2c(C(F)(F)F)noc2-c2ccc(O)cc2O)cs1	-4.1	0.7	-2.0	-0.8	99.0	-1.4	6.4	3.8	-16.1
39	Cc1ccc(CNC(=O)Cc2csc(Nc3nc(=S)[nH]c4ccccc34)n2)cc1	-5.1	-4.7	-4.0	-0.3	·	-2.7	·	-14.3	42.0
40	CCC(=O)Nc1ccc(N2CCCCC2)cc1	1.9	-3.7	-2.1	-1.7	96.0	-4.2	6.4	34.3	4.4
41	Cc1ccc(S(=O)(=O)NCC23C=CC(O2)C2C(=O)N(c4ccccc4)C(=O)C23)cc1 (stereo not given)	-10.2	22.4	0.8	-16.1	101.0	-0.9	-0.8	1.0	2.9
42	CCc1c(C)nc(Nc2nc(C)c3cc(OC)ccc3n2)[nH]c1=O	-16.6	-3.0	-1.6	0.6	100.0	0.4	0.4	15.9	-0.3
43	Cc1cc(C)cc(NS(=O)(=O)c2ccc3c(c2)c(=O)n(C)c(=O)n3C)c1	-0.1	-5.9	1.2	-5.6	108.0	-1.4	-23.6	-3.8	5.6
44	Cn1c(=O)[nH]c(=O)c2c1[nH]c(=S)n2CCCc1ccccc1	3.3	21.4	1.4	-21.7	99.0	-0.5	-16.5	44.7	-5.2
45	COc1cccc2c(SCC(=O)N/N=C/c3ccccc3)cc(C)nc12	-11.7	-8.5	-2.4	0.6	104.0	-1.7	-0.6	-38.9	20.5
46	CNC(=O)CN1C(=O)CSc2ncccc21	6.5	-5.2	-3.2	0.5	106.0	-1.7	2.4	2.1	2.4
47	CCC(=O)N1CCN(c2ccccc2NC(=O)c2cccs2)CC1	-4.2	-2.4	-0.9	-16.2	103.0	-2.1	1.6	32.2	-1.9
48	CC(=O)N[C@@H](Cc1c[nH]c2ccccc12)C(=O)OCc1ccc(C#N)cc1	-10.1	3.6	-2.5	-20.7	101.0	-1.0	2.5	27.5	-6.8
49	O=C(COc1ccccc1)NC(=S)N1CCc2ccccc21	2.9	19.4	-4.5	1.9	95.0	-3.8	1.2	6.3	11.9
50	O=C(CCNC(=O)Cn1cnc2ccccc2c1=O)NCC1CCCO1 (stereo not given)	-9.7	2.5	-2.4	-4.9	87.0	1.9	3.4	8.4	11.5
51	Cc1ccccc1N/C(=C(/C(Cl)=C(Cl)Cl)[N+](=O)[O-])n1nnc2ccccc21	-0.3	-12.4	-2.3	-3.5	107.0	1.7	-0.1	-12.2	8.4
52	O=C(Nc1nc(-c2ccccn2)cs1)c1ccc2c(c1)OCCO2	-12.6	-9.4	-2.6	-14.9	101.0	-4.0	-14.1	27.7	-61.2
53	COCCN1C(=NCCCOC(C)C)N[C@@H](c2ccccc2)C(C(=O)OC)=C1C	9.7	-8.4	-2.4	4.9	98.0	0.1	5.5	-114.2	7.0
54	CCCCCCOc1ccc(C(=O)n2cnc(N)n2)cc1	-9.9	4.8	-2.3	-4.5	101.0	-3.4	1.4	-32.1	19.8
55	c1ccc2c(c1)nc1n2CN(Cc2ccc3c(c2)OCO3)CN1	5.5	-4.0	-2.5	2.5	79.0	-2.3	5.0	6.2	8.4
56	CC(=O)c1c(C)n(-c2ccc(N(C)C)cc2)c2ccc(OCC(N)=O)cc12	-15.3	-3.5	-0.5	-20.2	95.0	0.8	7.1	18.8	4.1
57	COc1ccc(OCC(=O)N2CC3(C)CC2CC(C)(C)C3)cc1 (stereo not given)	11.0	6.7	-1.6	-26.6	100.0	-1.6	3.0	30.4	-19.7
58	COc1ccc(Nc2nnc(C)c(=O)[nH]2)cc1	-0.3	-0.4	-3.1	2.0	94.0	-6.1	2.9	18.2	13.9
